Compound activity as filed in PubChem BioAssay.
Vif-APOBEC3G blk = qHTS for Inhibitors of Vif-A3G Interactions: qHTS. AID 602310, 2012. 410,000 tested, 0.076% active. HeLa A3G-eYFP + Vif (tagged APOBEC3G with the HIV-1 protein that degrades it), YFP fluorescence, overnight. Potency, µM (highest dose often 46.1 µM), without a hit: top-dose activity, negative = active, usual class: inhibitors;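 further: potency means the concentration at half of the fitted maximal effect; on the % scale 0 is the no-effect control and ±100 the full control effect; nearly all actives have a fitted effect of over 60% in size; hits raise eYFP signal because A3G escapes Vif-driven loss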
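HeLa cells stably expressing Vif and C-terminally eYFP-tagged A3G, seeded overnight at 37 deg C, then exposed to compound by pintool overnight at 37 deg C. Rise in yellow fluorescence (Ex 488/Em 500-530, Acumen) marks blocked Vif-driven A3G degradation.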
GRP78 ERSR act = qHTS for Inducers of the Endoplasmic Reticulum Stress Response (ERSR) in Human Glioma: qHTS; Potency, µM, inactives show at the highest dose activation, actives largely listed as activators; 420,000 tested, 0.02% active; U87-MG GRP78 promoter luciferase reporter, 16 h; further: potency means the concentration at half of the fitted maximal effect; series mostly up to about 76 µM; % of control where 0% means no effect; nearly all actives have a fitted effect of over 35% in size
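Stably transfected U87-MG human glioma cells carrying a GRP78-based luminescent sensor were seeded at 1000 cells/well, pin-dosed with compounds and incubated 16 h. Luciferase reagent was then added, and end-point luminescence was read after 10 min at room temperature.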
12-LOX inh = Primary qHTS assay for inhibitors of human arachidonate 12S-lipoxygenase (ALOX12): Round 2; Polyunsaturated fatty acid lipoxygenase ALOX12 (Homo sapiens), P18054; purified 12hLO, xylenol orange hydroperoxide absorbance; Potency, µM (top dose mostly 108 µM), for the others: top-dose activity change, negative = inhibition, hits mostly inhibitors; 580,000 tested, 1.1% active; AID 1671190, 2021; further: potency means the concentration at half of the fitted maximal effect; on the % scale 0 is the no-effect control and ±100 the full control effect
Target sequence (P18054 whole entry, looked up): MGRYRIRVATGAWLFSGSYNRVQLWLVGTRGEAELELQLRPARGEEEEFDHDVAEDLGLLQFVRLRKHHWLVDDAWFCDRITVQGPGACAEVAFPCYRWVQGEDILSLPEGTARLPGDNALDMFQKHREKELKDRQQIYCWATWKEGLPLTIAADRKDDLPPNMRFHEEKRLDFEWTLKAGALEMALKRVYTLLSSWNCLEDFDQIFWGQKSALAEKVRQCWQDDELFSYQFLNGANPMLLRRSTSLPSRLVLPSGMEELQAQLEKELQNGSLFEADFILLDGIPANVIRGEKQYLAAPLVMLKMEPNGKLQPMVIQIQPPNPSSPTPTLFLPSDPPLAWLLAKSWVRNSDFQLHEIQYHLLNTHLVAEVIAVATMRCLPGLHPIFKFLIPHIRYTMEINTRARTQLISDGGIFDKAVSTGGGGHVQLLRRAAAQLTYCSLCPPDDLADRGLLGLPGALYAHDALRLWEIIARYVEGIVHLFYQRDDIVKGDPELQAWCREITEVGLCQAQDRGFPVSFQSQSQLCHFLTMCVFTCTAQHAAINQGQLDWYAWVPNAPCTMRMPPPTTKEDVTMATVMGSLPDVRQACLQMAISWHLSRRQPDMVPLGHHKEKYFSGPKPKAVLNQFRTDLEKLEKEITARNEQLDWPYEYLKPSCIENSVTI
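Hydroperoxide product was detected by ferrous iron/xylenol orange as the 573 to 405 nm absorbance ratio. Arachidonic acid at 40 uM (final) was turned over for 30 min at room temperature by 150 nM human 12hLO, pH 7.0 Hepes buffer, after 15 min compound preincubation.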
LDHA block = qHTS assay for inhibitors of human lactate dehydrogenase; 480,000 tested, 0.15% active; purified LDHA, NADH/diaphorase-resazurin fluorescence; stronger effect = lower value; L-lactate dehydrogenase A chain (Homo sapiens), P00338; activity change, % (values are at about 110 or 230 µM); in the data active means activity change below about -30%; inconclusive means mostly about -25% to -30%;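 further: plate controls were DMSO wells for no effect and wells without enzyme for full effect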
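Human LDH5 at 2 nM final in Tris HCl pH 7.4 with 0.06 mM NADH and 0.2 mM pyruvate, reacted 5 minutes at room temperature. Remaining NADH coupled via diaphorase/resazurin; resorufin fluorescence read at 0 and 20 minutes, normalized to enzyme-free and DMSO wells.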
ERG-DNA inh = qHTS for Small Molecule Inhibitors of the ERG Ets/DNA interaction. Potency, µM (highest dose often 76.9 µM), for the others: at the highest dose FP activity, negative = inhibition, usual class: inhibitors. fluorescence polarization, His-ERG Ets domain / labelled DNA. 370,000 tested, 0.028% active. Transcriptional regulator ERG (Homo sapiens), P11308; active means well fitted inhibition curve with a large enough effect in the polarisation, with a control signal flat; inconclusive means small, poorly fitted or top-dose-only effect, or effect the other way, or a change in a side signal; inactive means no such curve, though single readings can be large or run the other way; the % refers to the polarisation;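 further: polarization taken with two DNA probes labelled with fluorescein and Texas red; potency means the concentration at half of the fitted maximal effect; % of control where 0% means no effect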
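His-tagged ERG Ets domain (1 uM in the protein solution; 300mM KCl, 50mM Tris-HCl, 1mM EDTA, 1mM DTT, pH 7.5) received compound, then a probe mix of 5 nM fluorescein-DNA and 100nM Texas-615-DNA. Fluorescence polarization was read for both dyes.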
Vif-APOBEC3F blk = qHTS for Inhibitors of Vif-A3F Interactions: qHTS; 390,000 tested, 0.2% active; AID 602313, 2012; Potency, µM (titrated, usually from 46.1 µM), for inactives: top-dose activity, negative = active; HeLa A3F-eYFP + Vif (tagged APOBEC3F with the HIV-1 protein that degrades it), YFP fluorescence increase; further: potency means the concentration at half of the fitted maximal effect; % of control where 0% means no effect; nearly all actives have a fitted effect of over 65% in size
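Fluorescence increase (Ex 488/Em 500-530) after overnight compound treatment at 37 deg C flags inhibition of Vif-driven A3F-eYFP loss in stable HeLa A3F-eYFP/Vif cells seeded overnight beforehand.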
RGS4 inhibitor = Inhibitors of Regulator of G Protein Signaling (RGS) 4: qHTS | Regulator of G-protein signaling 4 (Homo sapiens), P49798 | Transcreener GDP fluorescence polarization, RGS4-accelerated GTP hydrolysis | Potency, µM (doses to about 114 µM), for inactives: at the highest dose activity change, negative = inhibition, most hits filed as inhibitors | 390,000 tested, 0.039% active | AID 504845, 2011; further: potency means the concentration at half of the fitted maximal effect; on the % scale 0 is the no-effect control and ±100 the full control effect; nearly all actives have a fitted effect of over 75% in size; some results filed as inactive show a strong effect at the top dose
Target sequence (P49798 whole entry, looked up): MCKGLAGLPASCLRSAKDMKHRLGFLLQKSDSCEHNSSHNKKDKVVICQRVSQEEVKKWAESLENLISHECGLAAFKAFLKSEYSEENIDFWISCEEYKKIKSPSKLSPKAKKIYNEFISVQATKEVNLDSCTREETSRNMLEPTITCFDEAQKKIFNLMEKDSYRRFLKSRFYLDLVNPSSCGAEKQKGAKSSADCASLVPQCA
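MLSMR compounds (23 nl, pin-transferred) preincubated 10 min at room temperature with a 500nM (2x) first reagent, then RGS4 at 900nM (2x) plus Transcreener GDP mix added; fluorescence polarization (620/688 nm) read before and after 90 min at 30 °C.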
D2 agonist = HTS Assay for Allosteric Agonists of the Human D2 Dopamine Receptor: Primary Screen for Agonists. HEK293 T-REx D2 cells, calcium flux agonist mode. activation, % at 2 µM. 340,000 tested, 0.53% active;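 active means activation over 3 SD above normal in the single-dose calcium agonist read, cut at about 30% in these data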; further: 0% is about no effect
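HEK293 Trex D2 cells, tetracycline-induced, o/n 30 C 5% CO2; no-wash Ca dye, RT 30–90 min; 10-cycle baseline, 23 nl cpd added, kinetic Ca read 180 s; agonist hits = positive Ca response.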
D2 antag = HTS Assay for Allosteric Antagonists of the Human D2 Dopamine Receptor: Primary Screen for Antagonists; D(2) dopamine receptor (Homo sapiens), P14416; HEK293 TREx D2 cells, calcium flux, dopamine EC80; inhibition, % at 10 µM; 340,000 tested, 2% active; AID 485344, 2010; in the data active means inhibition above about 30%; further: 0% is about no effect
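Tetracycline-induced HEK293 T-REx cells expressing D2 force-coupled to calcium signalling were dye-loaded, exposed to compound for 180 s, then challenged with an EC80 of dopamine; calcium flux was followed kinetically for a further 180 s.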
Active calls of the source: *; ? = inconclusive; nt = no result given; & = joins results of further samples; [ ] = another dose, or the depositor's remark. Unless noted, the call rests on the fitted dose curve; in most records, active means well fitted curve in the direction sought with a large enough effect; inconclusive means small, poorly fitted or top-dose-only effect, or another doubt; inactive means no such curve, though single readings can be large; an effect the other way counts as inactive or inconclusive. A portion of the library; the hit share may differ from the screen's.

SMILES | Vif-APOBEC3G blk | GRP78 ERSR act | 12-LOX inh | LDHA block | ERG-DNA inh | Vif-APOBEC3F blk | RGS4 inhibitor | D2 agonist | D2 antag
CC1=C(C(=O)NCc2cccc(F)c2)C2(CCCCC2)OC1=O | 1% | -2% | 0% | -3 | 2% | 0% | 1% | -0.6 | nt
COc1ccccc1CC(=O)N1CCN(c2ccc([N+](=O)[O-])cc2)CC1 | 0% | -3% | 0% | -2 | 7% | 3% | -14% | 0.0 | -6
CC(C)CC(=O)Nc1ccccc1Oc1ccccc1 | -3% | -1% | -21% | -6 | 1% | -5% | -51% | 1.1 | -9
O=C(NC1CCN(Cc2ccccc2)CC1)c1cccc(OC(F)F)c1 | -5% | -4% | 2% | -3 | 2% | -3% | -18% | 0.3 | 81*
CCC(C)c1ccccc1N1CC(C(=O)Nc2ccc(S(=O)(=O)N3CCOCC3)cc2)CC1=O (configuration not stated) | 1% | -2% | -12% | -1 | -2% | -11% | 10% | 2.4 | -30
O=C(C1CCCN(Cc2cccc(Cl)c2)C1)N1CCCCC1 (configuration not stated) | 0% | -5% | ? | -16 | 9% | -7% | ? | -0.9 | -19
COc1cccc(CNC(=S)Nc2cc(C)cc(C)c2)c1 | -1% | 0% | 13% | -9 | 0% | 6% | 16% | -1.0 | -1
CCC1CN(C(=O)Nc2cccc(C)c2)c2cc(C)ccc2O1 (configuration not stated) | -11% | -2% | ? | -3 | 10% | 4% | 10% | 0.2 | 8
CCCCn1c(=O)c2ccccc2n2c(=S)[nH]nc12 | 0% | 0% | 6.3µM* | 1 | -2% | -3% | -27% | 3.6 | 6
Cn1c(=O)c2c(SCC(=O)c3ccccc3)nc(C3CC3)nc2n(C)c1=O | -1% | -2% | nt | -3 | -18% | 0% | 3% | -1.0 | -9
Cc1cc(-n2c(C)cc(C(=O)CSc3ccccn3)c2C)no1 | 5% | 1% | -24% | -8 | 0% | 9% | -33% | nt | nt
Cc1cc(F)ccc1NC(=O)C1CSC2(C)CCC(=O)N12 (configuration not stated) | -1% | -3% | -14% | -14 | -13% | -29% | 30% | 0.3 | -18
CC(C)c1ccc(S(=O)(=O)N2CCN(C(=O)CN3C(=O)NC4(CCCC4)C3=O)CC2)cc1 | -2% | -3% | ? | -6 | -2% | -13% | -8% | 1.0 | 1
CCNC(=S)Nc1cccc(F)c1C | -3% | -3% | -20% | 1 | -10% | 0% | -7% | -0.3 | 3
Cc1ccc(NC(=O)NC2CCCCCCC2)c(C)c1 | -4% | 3% | ? | -6 | -2% | -12% | -7% | -1.1 | -3
COCCCNS(=O)(=O)c1ccc(C)cc1 | -8% | -4% | ? | -2 | 5% | 0% | 24% | -0.2 | 6
S=C(NCCC(c1ccccc1)c1ccccc1)Nc1ccc(Cl)cc1 | 4% | -5% | ? | -10 | nt | -12% | -7% | -1.2 | -2
COc1ccc(CNC(=O)C2CC(=O)N(C3CCCCC3)C2)cc1 (configuration not stated) | 1% | -5% | 9% | -1 | -5% | 1% | -4% | -0.6 | -16
CCOC(=O)c1nnc(-c2cccs2)nc1Oc1ccccc1C(=O)OC | 0% | -10% | -5% | -5 | 0% | 2% | -14% | 0.1 | 18
Cc1ccc(N(CC(=O)NCCSCc2ccco2)S(=O)(=O)c2ccc(F)cc2)cc1 | 2% | -1% | -10% | -4 | -15% | 8% | -20%[56.9 µM] | 0.0 | -20
C=CCn1cnnc1SCC(=O)NCC1COc2ccccc2O1 (configuration not stated) | -3% | -3% | -19% | -7 | -3% | -10% | -12% | 15 | -8
O=C(CCCCCNC(=O)c1ccccc1)N/N=C/c1ccc(F)cc1 | -13% | -2% | 2% | -4 | 7% | 0% | 0% | 0.2 | -12
CC(C)(C)c1ccc(NC(=O)c2c(F)cccc2Cl)cc1 | 4% | 11% | 184%[activator] | 7 | 6% | -30% | 3% | nt | nt
Cc1noc(C)c1C(=O)OCC(=O)Nc1ncc(Cl)c(C)c1Cl | 2% | -4% | -28% | 5 | -7% | 0% | -24% | nt | nt
CC1CCCCC1NC(=O)CN1CCC(O)(c2ccc3c(c2)OCO3)CC1 (configuration not stated) | 0% | -2% | 4% | -3 | -2% | -13% | -3% | -0.2 | -10
CCC(C)Sc1cc(-c2nc3cc(C)ccn3c2NC2CCCCC2)ccc1OC (configuration not stated) | ? | 1% | ? | 6&4 | 14% | ? | -5% | nt | nt
CCCn1nnnc1COc1ccc(C(N)=O)cc1 | -6% | -2% | 15% | -1 | 16% | -7% | -28% | 2.6 | -22
Cc1ccc(NC(=O)/C(=C\c2cccc([N+](=O)[O-])c2)NC(=O)c2cccs2)cc1 | -3% | -3% | 0% | -2 | 5% | 2% | 8%[11.4 µM] | nt | nt
COc1cc(OC)c(C2=NOC(C(=O)Nc3ccc4c(c3)OCO4)C2)cc1Cl (configuration not stated) | -3% | 3% | 4% | 10 | -3% | -29% | -10% | -1.1 | 0
O=C(COC(=O)c1cccs1)c1ccc2c(c1)OCCO2 | -5% | 4% | 8% | 8 | nt | 1% | 12% | 0.8 | 3
O=C(CSc1nc(-c2ccccc2)cs1)NCc1ccco1 | -8% | 7% | 0% | 3 | 12% | 0% | 2% | 1.1 | 13
O=C1N[C@@H](Cc2c[nH]c3ccccc23)COC(=O)[C@H](Cc2ccc(F)cc2)C/C=C\C[C@H]1CC(=O)N(CCO)Cc1ccccc1 | -11% | 1% | ? | -8 | -6% | 8% | 16% | nt | nt
O=S(=O)(Nc1ccncc1)c1ccc(Cl)cc1 | -1% | -3% | -5% | -3 | 13% | -6% | 16% | 1.2 | -1
Cc1sc2ncnc(N3CCC(C(=O)Nc4ccc(OC(F)F)c(Cl)c4)CC3)c2c1C | 0% | -4% | 354%[activator] | 3 | -3% | -1% | -22% | nt | nt
COCCn1cc(C(=O)NCCCN2CCC(C)CC2)c2c3ccccc3n(C)c2c1=O | 3% | -3% | 19% | 7 | 2% | -2% | -11% | 0.3 | -8
Cc1ccc2c(c1)cc(CN(Cc1cccs1)C(=O)c1ccco1)c1nnnn12 | -1% | -2% | 0% | 2 | -1% | -2% | -100%[56.9 µM] | -1.7 | -31

Molecules above containing an NH in an aromatic ring, in the order listed:
SMILES | Vif-APOBEC3G blk | GRP78 ERSR act | 12-LOX inh | LDHA block | ERG-DNA inh | Vif-APOBEC3F blk | RGS4 inhibitor | D2 agonist | D2 antag
CCCCn1c(=O)c2ccccc2n2c(=S)[nH]nc12 | 0% | 0% | 6.3µM* | 1 | -2% | -3% | -27% | 3.6 | 6
O=C1N[C@@H](Cc2c[nH]c3ccccc23)COC(=O)[C@H](Cc2ccc(F)cc2)C/C=C\C[C@H]1CC(=O)N(CCO)Cc1ccccc1 | -11% | 1% | ? | -8 | -6% | 8% | 16% | nt | nt

Remaining list, next part:
SMILES | Vif-APOBEC3G blk | GRP78 ERSR act | 12-LOX inh | LDHA block | ERG-DNA inh | Vif-APOBEC3F blk | RGS4 inhibitor | D2 agonist | D2 antag
CN1CC(=O)N(C)c2ncn(Cc3ccccc3)c2C1=O | 0% | -5% | -1% | -9 | -3% | 12% | -5% | nt | nt
CCOc1ccc(-n2cc(-c3ccccc3)c3c(NCCc4ccccc4)ncnc32)cc1 | 1% | -2% | -14% | -3 | 11% | -3% | -4% | 0.2 | nt
CCN(CC)CCN(C)C(=O)CCc1nnc(-c2ccc(C)s2)o1 | 0% | 1% | -33% | -6 | 11% | -31% | -13% | -0.7 | 4
Cc1cc(C)c2sc(NC(=O)C3CC3)nc2c1 | -8% | 0% | 15% | -2 | 0% | 0% | -2% | -0.4 | 5
CN(C)c1cc(-c2ccc(Cl)cc2)oc(=O)c1Cl | 0% | -9% | 372%[activator] | -8 | 4% | -1% | 5% | 0.9 | 4
COc1ccc(C)cc1NC(=O)C(NCC(O)c1ccccc1)c1ccccc1 (configuration not stated) | -2% | -6% | -23% | -18 | 2% | 2% | 0% | 0.2 | 33*
COc1ccccc1-c1noc(CCCC(=O)Nc2cc(C)ccc2C)n1 | 3% | ? | -2% | 3 | 2% | 7% | -11% | -0.8 | nt
CCN(CC(F)(F)C(F)F)S(=O)(=O)c1ccc(NC(=O)OC)cc1 | 0% | -7% | -37% | 6 | -4% | -3% | -60%[56.9 µM] | -0.3 | 21
O=C(Cc1cc(=O)[nH]c(=O)[nH]1)N1CCC(Cc2ccccc2)CC1 | 2% | 3% | 0% | -6 | 4% | -5% | 14% | 0.0 | 11
Cc1cccc(-[n+]2c(-c3cccc(Br)c3)[nH]c3nc4ccccc4nc32)c1 | -5% | -1% | 216%[activator] | -8 | 0% | 3% | -7% | -0.6 | 10
CCOC(=O)C1CCCN(S(=O)(=O)c2c(C(=O)N3CCCCC3)c(C)n(C)c2C)C1 (configuration not stated) | 0% | 1% | -26% | -3 | -5% | 3% | 0%[11.4 µM] | 0.0 | 6
